Bioassay records deposited in PubChem BioAssay by National Center for Advancing Translational Sciences (NCATS).
TSG101-PTAP inh: qHTS Assay for Iinhibitors of HIV-1 Budding by Blocking the Interaction of PTAP/TSG101; 340,000 tested, under 10 active; Fluorescence polarization, FITC-PTAP peptide / Tsg101 binding; Potency, µM (doses to about 115 µM), inactives show top-dose activity change, negative = inhibition, hits mostly inhibitors; Tumor susceptibility gene 101 protein (Homo sapiens), Q99816; active means well fitted inhibition curve with a large enough effect in the main read-out, with a control signal flat, not every such curve was filed as active; inconclusive means small, poorly fitted or top-dose-only effect, or effect the other way, or a change in a side signal; inactive means no such curve, though single readings can be large or run the other way; further: potency means the concentration at half of the fitted maximal effect; % of control where 0% means no effect
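FP read-out: FITC-PTAP peptide, 50 nM final, binding Tsg101 binding domain, 10 uM final; 20 min, r.t.; 10 mM HEPES pH 7.5, 0.15 M NaCl, 0.01% Tween 20, 3 mM EDTA, 0.1 mM TCEP.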
TRPV1 ag: HTS Assay for Compounds that Act as Agonists of the Vanilloid Receptor 1; activation, % at 8.33 µM; TRPV1-expressing cells, Fluo-8 calcium influx, agonist mode; AID 540275, 2011; Transient receptor potential cation channel subfamily V member 1 (Homo sapiens), Q8NER1; 320,000 tested, 0.19% active; in the data active means activation above about 80%; inconclusive means between about 30% and that limit; further: 0% is about no effect
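TRPV1-expressing cells were cultured overnight at 35.5C and loaded with Fluo-8 calcium dye for 40 to 90 min at room temperature. After a 10 s baseline, compound was added and calcium influx was read kinetically for 3 min (ex 480/em 520 nm).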
Integrin act MD: qHTS for Activators of Integrin-Mediated Alleviation for Muscular Dystrophy. AID 624291, 2012. alpha7betagal myoblasts, beta-gal FDG fluorescence, 48 h. Potency, µM (doses to about 38.3 µM), for the others: at the top dose activation, most hits filed as activators. 350,000 tested, 0.064% active;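 further: potency means the concentration at half of the fitted maximal effect; 100% = response of the positive control SU9516; nearly all actives have a fitted effect of over 60% in size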
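alpha7betagal+/- myoblasts (passage 13, 250/well) treated 48 h at 37C with compounds at 1:260 dilution of DMSO stock. Lysed, then beta-galactosidase activity read as FDG fluorescence (ex 480/em 540) after 30 min, with pre-read for autofluorescence.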
ELG1 genotox: qHTS screen for small molecules that induce genotoxicity in human embryonic kidney (HEK293T) cells expressing luciferase-tagged ELG1; AID 504466, 2011; 330,000 tested, 1.3% active; HEK293T ELG1-luciferase reporter, luminescence, 16 h; Potency, µM (highest dose often 46 µM), inactives show top-dose activity change, positive = activation, usual class: activators; further: potency means the concentration at half of the fitted maximal effect; % of control where 0% means no effect; nearly all actives have a fitted effect of over 60% in size
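Cells (2,000/well) expressing the ELG1-luciferase fusion are dosed by pin tool and kept 16 hr at 37 °C, 5% CO2. Signal comes from ONE-Glo luciferase reagent after 30 min at room temperature.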
BRCA1 expr act: qHTS Assay to Identify Small Molecule Activators of BRCA1 Expression. AID 624202, 2012. 380,000 tested, 1.1% active. Potency, µM (doses to about 46.1 µM), inactives show at the top dose activation, usual class: activators. MCF7-BRCA1-FFLuc reporter, luminescence, 48 h; response scale: scaled: vehicle 0%, 10 µM genistein 100%; further: potency means the concentration at half of the fitted maximal effect; nearly all actives have a fitted effect of over 80% in size; some results filed as inactive show a strong effect at the top dose
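Cells: MCF7-BRCA1-FFLuc, 2000/well. Exposure: 48 h, 37 °C, 5% CO2. Read: luminescence, 15 min post-substrate. Controls: genistein 10 microM (maximal activation), DMSO (neutral).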
B2AR arrestin: qHTS assay of beta-arrestin-biased ligands of beta2-adrenergic receptor. Beta-2 adrenergic receptor (Homo sapiens), P07550. beta-arrestin recruitment to beta2AR, cell-based reporter. Potency, µM (highest dose often 46.1 µM), inactives show top-dose activation, actives largely listed as activators. 330,000 tested, 0.02% active;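 further: potency means the concentration at half of the fitted maximal effect; 0% = DMSO controls and full agonism = EC100 isoproterenol or metaproterenol; nearly all actives have a fitted effect of over 65% in size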
Target sequence (P07550 whole entry, looked up): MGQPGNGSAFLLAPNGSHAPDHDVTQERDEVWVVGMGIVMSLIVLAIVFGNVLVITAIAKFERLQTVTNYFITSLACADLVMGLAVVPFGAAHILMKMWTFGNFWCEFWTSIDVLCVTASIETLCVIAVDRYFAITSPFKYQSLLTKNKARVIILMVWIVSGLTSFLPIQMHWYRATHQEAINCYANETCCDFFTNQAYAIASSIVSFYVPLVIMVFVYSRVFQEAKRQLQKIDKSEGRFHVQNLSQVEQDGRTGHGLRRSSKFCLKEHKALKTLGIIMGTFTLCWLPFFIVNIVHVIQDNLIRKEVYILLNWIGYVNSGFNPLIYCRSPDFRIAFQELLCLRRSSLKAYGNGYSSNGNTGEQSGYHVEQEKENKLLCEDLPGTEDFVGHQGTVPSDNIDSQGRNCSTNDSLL
ASM inhibitor: Inhibitors of Secretory Acid Sphingomyelinase (S-ASM): qHTS; Sphingomyelin phosphodiesterase (Homo sapiens), P17405; placental ASM, HMU-PC fluorogenic substrate, 60 min; Potency, µM (titrated, usually from 57.5 µM), without a hit: top-dose activity change, negative = inhibition, usual class: inhibitors; 340,000 tested, 0.006% active; further: potency means the concentration at half of the fitted maximal effect
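HMU-PC0 cleavage (9 uM final) by human placental ASM, 60 min at 37 °C following 10 min compound exposure at RT; stopped at pH 10, fluorescence Ex 386/Em 447 nm.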
uPA generation: qHTS for Inhibitors of Cell Surface uPA Generation. Potency, µM (series often up to 38.3 µM), without a hit: at the highest dose activity change, negative = inhibition, usual class: inhibitors. 330,000 tested, 0.31% active. AID 540303, 2011. cell surface uPA generation assay, qHTS; active means well fitted inhibition curve with a large enough effect; inconclusive means small, poorly fitted or top-dose-only effect; inactive means no such curve, though single readings can be large or run the other way; tested in mouse RAW 264.7 cells; further: potency means the concentration at half of the fitted maximal effect; on the % scale 0 is the no-effect control and ±100 the full control effect; nearly all actives have a fitted effect of over 55% in size
p53 reactivation: qHTS assay for re-activators of p53 using a Luc reporter. AID 504706, 2011. 320,000 tested, 0.063% active. H1299 p53-A138V BP100-luciferase reporter, luminescence, 24 h. Potency, µM (doses to about 92.2 µM), for the others: at the highest dose activity change, positive = activation, most hits filed as activators; further: potency means the concentration at half of the fitted maximal effect; % of control where 0% means no effect; nearly all actives have a fitted effect of over 45% in size
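p53-null H1299 cells stably carrying temperature-sensitive p53-A138V and a BP100-luciferase reporter were pinned with compounds (4-point, 1:5 series) and held 24 hrs at 37 deg C. Luminescence was read 10 min after detection reagent.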
Eya2 phos inh: qHTS Assay for Inhibitors of the Phosphatase Activity of Eya2; recombinant Eya2, OMFP fluorescence dephosphorylation (OMFP is methylfluorescein phosphate); Potency, µM (doses to about 76.9 µM), inactives show at the top dose activity, negative = inhibition, usual class: inhibitors; 330,000 tested, 0.006% active; AID 488837, 2010; further: potency means the concentration at half of the fitted maximal effect; on the % scale 0 is the no-effect control and ±100 the full control effect
Target sequence (O00167 whole entry, looked up): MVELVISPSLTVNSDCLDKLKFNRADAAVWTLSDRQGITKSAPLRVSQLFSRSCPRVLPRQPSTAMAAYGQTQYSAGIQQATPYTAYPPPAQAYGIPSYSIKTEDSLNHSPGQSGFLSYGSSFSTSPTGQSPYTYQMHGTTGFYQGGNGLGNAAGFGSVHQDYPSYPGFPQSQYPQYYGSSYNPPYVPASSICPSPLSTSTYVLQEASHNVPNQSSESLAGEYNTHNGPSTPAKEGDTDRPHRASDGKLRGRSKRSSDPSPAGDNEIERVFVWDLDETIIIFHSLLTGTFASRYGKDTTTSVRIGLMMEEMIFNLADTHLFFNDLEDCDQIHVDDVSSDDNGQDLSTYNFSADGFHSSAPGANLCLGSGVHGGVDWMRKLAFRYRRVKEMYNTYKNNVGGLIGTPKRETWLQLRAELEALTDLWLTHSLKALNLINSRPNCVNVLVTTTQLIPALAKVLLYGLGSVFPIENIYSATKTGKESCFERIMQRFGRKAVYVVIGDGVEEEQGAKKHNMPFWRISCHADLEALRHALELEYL
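Eya2 (0.2 uM) preincubated 10 min at ambient with compound, then OMFP substrate added at 50 uM; 10 min reaction in 50 mM HEPES pH 7.5, 50 mM NaCl, 5 uM MgCl2, 0.05% BSA, 1 mM DTT. Fluorescence read at Ex 485/Em 525 nm.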
USP2a inh: qHTS Assay for Inhibitors of Ubiquitin-specific Protease USP2a Using CHOP2 as the Reporter | 330,000 tested, 0.01% active | AID 463254, 2010 | Potency, µM (series often up to 38.3 µM), for the others: at the top dose activity change, negative = inhibition, most hits filed as inhibitors | USP2 core, Ub-CHOP2 coupled fluorogenic reporter, 485/531 | Ubiquitin carboxyl-terminal hydrolase 2 (Homo sapiens), O75604;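 further: potency means the concentration at half of the fitted maximal effect; plate controls were DMSO wells for no effect and full inhibition by NEM control for full effect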
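Cell-free coupled assay: 10nM USP2 core preincubated 30min RT with compound in Tris-HCl pH 8.0/CaCl2/CHAPS buffer, then 25nM Ub-CHOP2 and 25nM reporter substrate; fluorescence (Ex 485/Em 531) read after 60min RT, normalized to NEM inhibition, concentration-response curves fitted.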
The depositor's hits bear a star; u = inconclusive; x = no result given; & = joins results of further samples; [ ] = remark or other dose. Unless noted, the call rests on the fitted dose curve; in most records, active means well fitted curve in the direction sought with a large enough effect; inconclusive means small, poorly fitted or top-dose-only effect, or another doubt; inactive means no such curve, though single readings can be large; an effect the other way counts as inactive or inconclusive. Compounds as they come; any-hit rate near 2.6%.

nr	mol	p53 reactivation	BRCA1 expr act	TSG101-PTAP inh	uPA generation	B2AR arrestin	USP2a inh	ELG1 genotox	TRPV1 ag	Eya2 phos inh	ASM inhibitor	Integrin act MD
1	Cc1ccc(OCc2cc(C(=O)NC3CCCCC3)no2)cn1	19%	2%	0%	-26%	0.5%	1%	1%	17	-6%	-2%	-44%
2	C=CCn1c(=O)c2ccccc2n2c(SCC(=O)/C(C#N)=C(\C)N)nnc12	-9%	-5%&1%	-5%	1%&10%	-0.3%	-1%	0%	0	-2%	3%&-2%	-33%&-8%
3	COCc1nc(-c2cc(OC)c(OC)c(OC)c2)no1	-4%	7%	1%	0%	-1.1%	1%	-2%	0	8%	1%	1%
4	N=c1n(CCc2ccccc2)c2ccccc2n1Cc1ccccc1F	-35%[inhibitor]	-76%	1%	-22%	3.3%	-3%	-6%	16	-5%	-1%	-14%
5	CN(C)CCNc1ncnc2c1cnn2-c1ccc(Cl)cc1	-6%	-74%[inhibitor]	-4%	u	-0.1%	-3%	21µM*	3	-24%	0%	-48%[inhibitor]
6	CC(=O)OC(C(=O)N1CCOCC1)c1c(F)cccc1F (stereo not drawn)	2%	-1%	-2%	-4%	-0.6%	9%	0%	-2	-3%	2%	8%
7	COc1ccc(OC)c(NS(=O)(=O)c2ccc3c(c2)C(C)(C)C(=O)N3C)c1	x	-12%	-4%	6%	-0.8%	4%	10%	5	10%	3%	-12%
8	CC1CCCN(C(=O)C2CCN(S(=O)(=O)c3cccs3)CC2)C1 (stereo not drawn)	-2%	0%	-2%	-3%	-2.5%	3%	1%	4	21%	2%	4%
9	COc1ccc(-c2sc3ccccc3c2-c2ccc(OCCN3CCCCC3)cc2)cc1	-6%	-12%	-4%	-7%	-0.6%	-1%	-2%	x	-24%	-30%	17%
10	O=C(NCCN1CCOCC1)c1cc(Cl)ccc1Cl	u	0%	-6%	-9%	0.3%	-1%	0%	0	7%	4%	7%
11	CCOc1cc(-c2noc(CCC(=O)NCC3CCCO3)n2)ccc1OC (stereo not drawn)	1%	5%	-2%	-1%	0.1%	1%	7%	-1	-3%	3%	u
12	CCn1c(=O)c(NC(=O)c2ccccc2)c2n(c1=S)CCCCC2	-6%	0%	-2%	5%	-0.2%	0%	-11%	-1	8%	2%	0%
13	CCCCOC(=O)Nc1nnc(CCOCC)s1	0%	-15%	-2%	-2%	0.0%	2%	-2%	6	-2%	-2%	28%
14	O=C(CCC(=O)OCC(=O)c1ccc(C(F)(F)F)cc1)OCC(=O)c1ccc(C(F)(F)F)cc1	1%	-5%	0%	9%	-0.7%	2%	-1%	0	-4%	1%	34%
15	Cn1c(=O)c2c(nc(SCC(=O)N3c4ccccc4CCc4ccccc43)n2C)n(C)c1=O	9%	5%	-11%	0%	-0.3%	-1%	0%	0	-7%	2%	u
16	N#Cc1c(NC(=O)CSc2ncn(-c3ccccc3)n2)sc2c1CCCC2	-1%	-12%	8%	5%	-0.1%	2%	-2%	9	9%	-11%	0%

Compound profiles, from the list above. Values in the order: p53 reactivation | BRCA1 expr act | TSG101-PTAP inh | uPA generation | B2AR arrestin | USP2a inh | ELG1 genotox | TRPV1 ag | Eya2 phos inh | ASM inhibitor | Integrin act MD
COc1ccc(-c2sc3ccccc3c2-c2ccc(OCCN3CCCCC3)cc2)cc1 is listed with -6% | -12% | -4% | -7% | -0.6% | -1% | -2% | x | -24% | -30% | 17%
CCOc1cc(-c2noc(CCC(=O)NCC3CCCO3)n2)ccc1OC (stereo not drawn) is listed with 1% | 5% | -2% | -1% | 0.1% | 1% | 7% | -1 | -3% | 3% | u

(next part)
nr	mol	p53 reactivation	BRCA1 expr act	TSG101-PTAP inh	uPA generation	B2AR arrestin	USP2a inh	ELG1 genotox	TRPV1 ag	Eya2 phos inh	ASM inhibitor	Integrin act MD
17	COc1ccc(N2CCN(C(=O)c3cccc(NC4=NC5CS(=O)(=O)CC5S4)c3)CC2)cc1 (stereo not drawn)	-13%	2%	-5%	5%	-0.1%	3%	-1%	1	-2%	-2%	2%
18	COc1cccc(OC)c1C(=O)Nc1cccc(-n2cnnn2)c1	0%	-3%	-7%	11%	-0.1%	5%	0%	0	-6%	4%	-1%
19	Cc1cc(NC(=O)c2ccco2)ncc1NC(=O)Cc1ccccc1	u	71%	-4%	-1%	-0.3%	-3%	17%	-1	-3%	0%	10%
20	Cc1cc(C)n(-c2nc(C)nc(NCc3ccccc3)n2)n1	-8%	-9%	1%	-6%	5.2%	-2%	-6%	1	2%	0%	-8%
21	COc1cccc(C(=O)COC(=O)C2CC(=O)N(c3ccc(Oc4ccccc4OC)cc3)C2)c1 (stereo not drawn)	-2%	1%	1%	0%	-1.0%	-1%	4%	-2	3%	-2%	-21%
22	Cc1ccc(-c2nnc(NCCCO)c3ccccc23)cc1	-5%	-7%	-3%	-30%	0.7%	-6%	5%	2	-1%	0%	-2%
23	COc1ccc(/C(C)=N/OC/C(O)=C(\C#N)c2nc3ccccc3[nH]2)cc1	9%	-19%	0%	-1%	0.0%	2%	0%	2	-20%	2%	24%
24	CC(C)=CCc1c(O)cc2c(=O)c3ccc(O)cc3oc2c1O	x	-1%	-2%	-10%	x	x	x	x	x	-15%	-9%
25	CC(=O)Nc1ccc(S(=O)(=O)NC(CC(=O)NCCC2=CCCCC2)C(C)C)cc1 (stereo not drawn)	-5%	23%	-1%	0%	-0.7%	1%	2%	x	-3%	-1%	8%
26	COc1ccc(S(=O)(=O)N2CCOCC2)cc1NC(=O)Cc1c(Cl)cccc1Cl	-4%	-4%	0%	3%	-0.8%	2%	3%	10	-1%	1%	-6%
27	CCC(C(=O)NCCCc1ccccc1)n1nc(C)c2c(C)n(-c3ccccc3)nc2c1=O (stereo not drawn)	-7%	-5%	-1%	-2%	-0.8%	3%	-10%	1	-14%	2%	-61%[inhibitor]
28	O=C(CCl)N(CCCNC(=O)C(F)(F)F)c1ccc([N+](=O)[O-])cc1	-15%	-19%	-2%	-4%	-0.1%	0%	-5%	-2	8%	4%	-78%[inhibitor]
29	Nc1cccc2nsnc12	3%	-15%	-4%	-1%	-0.5%	0%	4%	-1	8%	1%	3%
30	CC1CCCN(CCCNC(=O)C2CC(=O)N(c3ccc(F)c(Cl)c3)C2)C1 (stereo not drawn)	-7%	-1%	-1%	-8%	-0.4%	4%	1%	-2	-11%	0%	-6%
31	O=C(C1CCCO1)N1CCN(Cc2c(O)ccc3ccccc23)CC1 (stereo not drawn)	-1%	-13%	1%	-2%	-0.1%	6%	-2%	0	-6%	53%[activator]	-39%
32	Cc1ccc(C2=N/C(=C\N(C)C)C(=O)O2)cc1	14%	31%	-4%	x	0.0%	0%	15µM*	u	-13%	-2%	0%
33	CC(=O)NC(Cc1cccc(F)c1)C(=O)NC1CCN(C(=O)Nc2ccccc2)CC1 (stereo not drawn)	-1%	-25%	-2%	1%	0.0%	0%	2%	0	-5%	-3%	-9%

Limited to ASM inhibitor, for some of the entries so far:
nr | Structure | ASM inhibitor
29 | Nc1cccc2nsnc12 | 1%
30 | CC1CCCN(CCCNC(=O)C2CC(=O)N(c3ccc(F)c(Cl)c3)C2)C1 (stereo not drawn) | 0%
31 | O=C(C1CCCO1)N1CCN(Cc2c(O)ccc3ccccc23)CC1 (stereo not drawn) | 53%[activator]
32 | Cc1ccc(C2=N/C(=C\N(C)C)C(=O)O2)cc1 | -2%
33 | CC(=O)NC(Cc1cccc(F)c1)C(=O)NC1CCN(C(=O)Nc2ccccc2)CC1 (stereo not drawn) | -3%
